# RMI-FANCM inh – inhibitors of human RMI core complex binding to FANCM MM2. FP signal (polarization) at 33 µM. Fluorescence polarization, RMI core complex with F-MM2 peptide; active compounds read low. 0.58% of 70,000 active; in the data active means FP signal below about 40; further: inactives centre near 61; strong numbers were not always called active; unit not given here
# * = called active by the depositor; & = joins results of further samples. Not all compounds are listed (hit frequency here may not be typical).
Structure | RMI-FANCM inh
O=C(CCCSc1ccc(NC(=O)c2cccs2)nn1)Nc1cnc2ccccc2c1 | 89
O=C(NCC1CC1)c1ccccc1NS(=O)(=O)c1cc(Cl)sc1Cl | 56
CCOc1ccc(-c2nc(CSc3nc4ccccc4c(=O)n3C)c(C)o2)cc1OC | 63
Cc1ccc(N(C)S(=O)(=O)c2ccsc2-c2nc(-c3ccccc3Cl)no2)cc1F | 58
COc1cc(/C=C\C(=O)N2CCN(c3ncnc4c3nnn4Cc3ccccc3)CC2)cc(OC)c1OC | 51
Cc1ccc(C)c(Cn2nc(C3CCN(S(C)(=O)=O)CC3)n(C)c2=O)c1 | 61
C[C@]12CCC3c4ccc(O)cc4CCC3C1CC[C@@H]2O (some centres undefined) | 61
COc1cc([N+](=O)[O-])c(OC)cc1SCC(=O)NNC(=O)c1cc(OC)c(OC)c(OC)c1 | 52
CN1CCc2nc(N)sc2C1 | 64
O=C(COc1ccc(Cl)cc1Cl)NCC1CCN(Cc2ccco2)CC1 | 89
CN1C(=O)C(C)(C)COc2ccc(NC(=O)c3cccc(F)c3)cc21 | 65
CN(C)c1ccc(CCNS(=O)(=O)c2cccc(F)c2)cc1 | 70
COc1ccc(-c2cn3c(C(=O)Nc4cccc(OC)c4)csc3n2)cc1 | 75
O=C(O)C1Cc2[nH]cnc2C(c2ccccc2)N1C(=S)Nc1ccc(Cl)cc1 (centres undefined) | 47
Cc1cc(N2CCCC2)c([N+](=O)[O-])cc1[N+](=O)[O-] | 54

# Going on with the list.
Structure | RMI-FANCM inh
CCOC(=O)c1nnn2c1nc(Sc1nc3ccccc3o1)c1ccccc12 | 53
CC(C)(C)C(=O)/C=C1\C(=O)Nc2ccc(Br)cc21 | 47
Cc1ccc(C)c(NC(=O)CCCn2nc(-c3ccc(Cl)cc3)ccc2=O)c1 | 114
CCc1nnc(-c2ccc(NC(=O)c3ccc(S(=O)(=O)N(CC)CC)cc3)cc2)o1 | 66
CN1CCN(C(CNC(=O)C(=O)Nc2ccc3c(c2)OCCO3)c2ccc3c(c2)CCCN3C)CC1 (centres undefined) | 63&62
Oc1cc2c(c(Cl)c1O)CCNCC2c1ccccc1 (centres undefined) | 47
CCOC(=O)C(CC)Sc1nnc(NC(=O)c2ccc3c(c2)OCO3)s1 (centres undefined) | 59
CC(C)(C)c1ccc(C(=O)NCCn2ncc3c(=O)n(Cc4ccccc4F)cnc32)cc1 | 72
Cc1ccc(F)cc1NC(=O)CSc1nccn2nc(-c3ccc(F)cc3)cc12 | 92
Cc1ccccc1NC(=O)C1C(=O)CC(C)(O)C(C(=O)Nc2ccccc2C)C1c1cnn(C)c1C (centres undefined) | 65
COC(=O)c1c(N)sc(C)c1-c1ccc(F)cc1 | 62
CS(=O)(=O)c1ccc2nc(N(Cc3cccnc3)C(=O)c3ccc4ncsc4c3)sc2c1 | 66
Fc1ccc2nc(Nc3nc4cc5c(cc4s3)OCCO5)sc2c1 | 67
COC(=O)c1cc(=O)c2cc(C(F)(F)F)ccc2[nH]1 | 53
CN1C(=O)C(C)(C)COc2ccc(NS(=O)(=O)c3cc(F)ccc3F)cc21 | 65

# 4 entries from above, with the structure last.
RMI-FANCM inh | Structure
114 | Cc1ccc(C)c(NC(=O)CCCn2nc(-c3ccc(Cl)cc3)ccc2=O)c1
66 | CCc1nnc(-c2ccc(NC(=O)c3ccc(S(=O)(=O)N(CC)CC)cc3)cc2)o1
63&62 | CN1CCN(C(CNC(=O)C(=O)Nc2ccc3c(c2)OCCO3)c2ccc3c(c2)CCCN3C)CC1 (centres undefined)
47 | Oc1cc2c(c(Cl)c1O)CCNCC2c1ccccc1 (centres undefined)

# Additional records
Structure | RMI-FANCM inh
O=C(Cc1csc2ccccc12)Nc1ccc(F)cc1 | 57
Cc1nn(S(=O)(=O)N2CCC(C)CC2)c(C)c1Cl | 65
CC(=O)c1cccc(NC(=O)CSc2ncnc3scc(-c4ccc(C)cc4)c23)c1 | 76
C/C(=N/Nc1nc(-c2ccccc2)c2cc(Br)ccc2n1)c1ccc2ccccc2c1O | 55
Brc1ccc(/C=N\N=C/c2ccc(Br)cc2)cc1 | 61
Cc1csc(NC(=O)Cc2cc(=O)[nH]c(SCc3cccc(Cl)c3)n2)n1 | 57
O=C(Nc1ccc(Oc2ccc3nsnc3c2)c(Cl)c1)c1cc(Cl)ccc1O | 58
CSc1nnc(C)c(=O)n1COC(=O)c1ccc(S(=O)(=O)N2CCCC2)cc1 | 56
Cc1nnc(SCCCNC(=O)Nc2ncccn2)s1 | 53
CCCCN(CCCC)C(=NS(=O)(=O)Nc1ccccc1)Nc1ccccc1 | 60
CCOc1ccc2nc(NC(=O)c3ccc(=O)n(Cc4cccc(F)c4)c3)sc2c1 | 68
COc1cc(C)c(C)cc1S(=O)(=O)Nc1ccc2c(c1)N(CCC(C)C)C(=O)C(C)(C)CO2 | 65
CCOC(=O)C(CCC#N)(CCC#N)C(C)=O | 53
Cc1nnc(SCC2=C(C(=O)O)N3C(=O)C(NC(=O)Cn4cnnn4)C3SC2)s1 (centres undefined) | 59&57
CSc1nc2ccc(NC(=O)C3CCCN(S(C)(=O)=O)C3)cc2s1 (centres undefined) | 72

# Next part
Structure | RMI-FANCM inh
COC(=O)c1c(NC(=O)CSc2ncnc3[nH]ncc23)sc2c1CCC2 | 62
CCn1nc(C(=O)Nc2cccc3c2C(=O)N(C)C3=O)cc1C | 64
O=[N+]([O-])c1cc(S(=O)(=O)Nc2ccccc2)ccc1Nc1ccccc1 | 56
NCc1ccc(S(=O)(=O)O)cc1 | 59
O=C(COc1coc(CN2CCc3ccccc32)cc1=O)NCC1CCCO1 (centres undefined) | 52
Cc1ccc(NC(=O)CN2CCCC(c3nc4ccccc4[nH]3)C2)cc1 (centres undefined) | 60
O=S(=O)(CCc1ccccc1)N1CCN(c2ccc(-c3cccs3)nn2)CC1 | 66
Cc1ccc(SC(=O)N/C=C/c2ccsc2)cc1 | 56
CC(C)C(=O)Nc1ccc(SCc2ccncc2)nn1 | 66
Cc1ccccc1-c1nc(SCC(=O)N2CCCC2)c2c(=O)n(C)c(=O)n(C)c2n1 | 69
CC1(C)Cc2c(sc(NC(=O)/C=C/c3ccccc3)c2C#N)C(C)(C)N1 | 64
O=C(O)c1cc2cc(Cc3cccnc3)ccc2o1 | 56
CC(=O)SCC(=O)Nc1nc2ccccc2s1 | 66
O=C(CN1C(=O)CCC1=O)c1ccc(F)cc1 | 58&56
Nc1nc(Cl)cc(Nc2ccccc2F)n1 | 62

# Next records.
Structure | RMI-FANCM inh
O=S(=O)(NCc1ccccn1)c1cccc2cccnc12 | 75
CCOc1ccc(S(=O)(=O)N2CCCC(c3nnc(COc4ccccc4)o3)C2)cc1 (centres undefined) | 63
O=C(Nc1ccc(N2CCCCS2(=O)=O)cc1)C1CC1 | 54
c1ccc(-c2cc(-c3ccccc3)on2)cc1 | 53
CC1Cc2ccccc2N1C(=O)CCn1c(=O)sc2ccccc21 (centres undefined) | 72
O=C(CSc1nnc(NC(=O)Cc2cccs2)s1)NCc1ccco1 | 51
CN(C(=O)CSc1nc(N)c(NC(=O)c2ccco2)c(=O)[nH]1)c1ccccc1 | 74
COc1ccc(S(=O)(=O)N2CCN(c3ccc(-c4ccc(Cl)cc4)nn3)CC2)cc1 | 108
COc1ccc(NC(=O)CSc2cc(C)c3ccccc3n2)cc1 | 82
Cc1ccccc1CN1CC(=O)N(Cc2ccc(Cl)cc2)c2ccccc2S1(=O)=O | 68
O=S(=O)(Nc1nc2ccccc2nc1NCc1ccco1)c1ccc(F)cc1 | 57
O=C(NCc1cccnc1)c1cc([N+](=O)[O-])cc([N+](=O)[O-])c1 | 63
COC(=O)c1cc(=O)nc(NC(=O)Nc2c(-c3c(Cl)cccc3Cl)noc2C)s1 | 57
COC(=O)c1ccc(C(=O)Nc2nc3cc(C)cc(C)c3s2)cc1 | 60
COC(=O)c1ccsc1NC(=O)COc1ccc(Cl)cc1Cl | 59

# Grouped by structure: the compounds so far containing a cyano group.
Structure | RMI-FANCM inh
CCOC(=O)C(CCC#N)(CCC#N)C(C)=O | 53
CC1(C)Cc2c(sc(NC(=O)/C=C/c3ccccc3)c2C#N)C(C)(C)N1 | 64

# The results go on.
Structure | RMI-FANCM inh
CCCCCN(C(=O)NC(=O)Nc1ccc(S(=O)(=O)Nc2nc(C)cc(C)n2)cc1)S(=O)(=O)c1ccc(C)cc1 | 58
COC(=O)c1ccc(CSc2ccccn2)cc1 | 54
O=C(NCCOc1ccc2c(c1)OCO2)C1CCCC1 | 61
COc1ccc(-n2c(C)nc3ccc(NC(=O)c4cccc(OC)c4OC)cc3c2=O)cc1 | 60
CCOC(=O)N1CCN(S(=O)(=O)c2ccc(-c3csc(C)n3)s2)CC1 | 64
Cc1cc(Nc2cc(C(F)(F)F)nc3c(Cl)cccc23)on1 | 68
O=C1OC(=O)c2c(Oc3ccccc3)cc3c4c(c(Oc5ccccc5)cc1c24)C(=O)OC3=O | 30*
O=C(O)c1ccc(NS(=O)(=O)/C=C/c2ccccc2)cc1 | 58
O=C(O)CSCC(=O)Nc1ccc(C(F)(F)F)cn1 | 61
C=CCc1ccc(Oc2nnc(-c3ccc(C)cc3)c3ccccc23)c(OC)c1 | 76
C/C(=N/OCc1ccc(C(=O)N2CCOCC2)o1)c1cccc(C(F)(F)F)c1 | 56
CCOC(=O)c1ccc(NC(=O)c2ccc(-c3cccc(C(F)(F)F)c3)o2)cc1 | 67
COc1ccc(CNC(=O)Cn2cnc3c([nH]c4cc(OC)c(OC)cc43)c2=O)cc1 | 69
CC(C)CCNS(=O)(=O)c1ccc2c(c1)C(O)c1cc(S(=O)(=O)NCCC(C)C)ccc1-2 | 61
Cc1cccc(-c2nc(=S)c3c(n2CC2CCCO2)CCCC3)c1 (centres undefined) | 61

# The closing 2 compounds of the part before open the next one.
Structure | RMI-FANCM inh
CC(C)CCNS(=O)(=O)c1ccc2c(c1)C(O)c1cc(S(=O)(=O)NCCC(C)C)ccc1-2 | 61
Cc1cccc(-c2nc(=S)c3c(n2CC2CCCO2)CCCC3)c1 (centres undefined) | 61
O=c1[nH]nc(SCc2nc(-c3ccc(F)cc3)no2)n2nc(-c3ccco3)cc12 | 77
O=C(O)c1cnc(NCc2ccccc2)s1 | 61
O=S(=O)(NCCN1CCN(c2ccccc2)CC1)c1ccc2c(c1)CCCC2 | 63
Cc1cc(C)c(OCC(O)Cn2cc(/C=N\O)c3ccccc32)c(C)c1 (centres undefined) | 55
Cc1c(-c2ccccc2)sc(N)c1C#N | 53
CCOc1ccc(S(=O)(=O)Nc2ccc3c(c2)CC(=O)N3CC)cc1 | 53
Cc1cc(C)c2ccc(NC(=O)c3ccc(C(F)(F)F)cc3)nc2n1 | 61
Cc1ccc2c(CC(=O)Nc3ccccc3C#N)cc(=O)oc2c1 | 65
Cn1c(=O)c2cc(C(=O)N3CCN(c4ccccc4F)CC3)sc2n(C)c1=O | 61
O=C(NCCc1cn2ccccc2n1)c1cccc([N+](=O)[O-])c1 | 54
COc1cccc(Cc2nnc(-c3ccc(-c4cccs4)s3)o2)c1 | 57
Cc1ccsc1/C=C/c1ccnc(Sc2ncc([N+](=O)[O-])s2)n1 | 48
CN(Cc1ccco1)S(=O)(=O)c1ccc(C(=O)Nc2nc(-c3ccc4c(c3)OCO4)cs2)cc1 | 55
COc1ccc(C2NN(Cc3ccccc3)C3C(=O)N(Cc4ccccc4)C(=O)C23)cc1 (centres undefined) | 49
CCN(CC)CCNc1nc2c(OC)cccc2s1 | 74

# (continued)
Structure | RMI-FANCM inh
O=C(Nc1ccc(F)cc1F)Nc1csc2ccccc12 | 51
O=C(O)C1CC(C2CCCCN2)CN2CCCCC12 (centres undefined) | 58
Cc1nnc2ccc(N3CCN(C(=O)Nc4ccccc4C(F)(F)F)CC3)nn12 | 68
COC(=O)c1ccc(NC(=O)Cn2nc3ccc(SCc4ccc(Cl)cc4)nn3c2=O)cc1 | 88
COc1ccc(NC(=O)NC2CS(=O)(=O)CC2Cl)cc1 (centres undefined) | 60
Cn1cc(S(=O)(=O)CC(=O)N2CCOCC2)c2ccccc21 | 60
CN1CCc2c(c3ccccc3n2Cc2ccccc2)C1 | 72&40
O=C(NCc1ccncc1)C(=O)Nc1ccc2c(c1)OCCO2 | 54
Cc1nc(C(F)(F)F)ccc1NC(=O)NCCNc1nccc(C(F)(F)F)n1 | 55
CCCC(=O)N(Cc1ccccn1)c1nc2c(C)ccc(Cl)c2s1 | 54
O=C(CSc1ccc(F)cc1)Nc1ccc2sccc2c1 | 56
N#C/C(=C\c1ccc(OCc2ccccc2)cc1)C(=O)Nc1ccccc1I | 75
CCCCCC[C@@H]([C@@H](C)O)n1cnc2c(N)ncnc21 | 53
Cc1nc(/C(N)=N\OC(=O)Nc2cccc(C(F)(F)F)c2)cs1 | 59
O=S(=O)(NCCN1CCN(c2ccccc2F)CC1)c1cccs1 | 64

# (list continues)
Structure | RMI-FANCM inh
COC(=O)c1c(C)[nH]c(C(=O)CSc2ncnc3sc4c(c23)CCC(C)C4)c1C (centres undefined) | 72
O=C(/C=C/c1ccc(-c2ccccc2Br)o1)c1cccs1 | 79
O=C(COc1ccc(F)cc1)NCC1(c2cccs2)CCCC1 | 69
O=C(C1CCCCC1)N1CCOC(c2ccccc2)C1 (centres undefined) | 71
O=c1ccc(-c2cccnc2)n[nH]1 | 59
Cc1cc(C)cc(OCC(O)Cn2c(C3CC(=O)N(c4ccc(F)cc4)C3)nc3ccccc32)c1 (centres undefined) | 57
O=S(=O)(c1cccs1)N1CCN(c2cc(C(F)(F)F)nc3ccccc23)CC1 | 67
COc1ccccc1NC(=S)NC(=O)c1cc(OC)c(OC)c(OC)c1 | 64
O=c1[nH]c2cc3c(cc2c(=O)n1Cc1nc(-c2ccc(Br)cc2)no1)OCO3 | 79
O=C(c1cccc2c1OCCCO2)N(Cc1ccccn1)Cc1ccccn1 | 53
COC(=O)c1ccc(C(=O)Nc2nc3c(s2)CC(C)CC3)cc1 (centres undefined) | 73
CC1CN(c2ncnc3c2cnn3CCNC(=O)C(C)(C)C)CC(C)O1 (centres undefined) | 66
Cc1cc(NC(=O)C(C)(C)C)n(C)n1 | 54
COc1ccccc1-c1ccc(=O)n(Cc2nc(-c3cccc(C(F)(F)F)c3)no2)n1 | 102
O=C(/C=C\c1cn(-c2ccccc2)nc1-c1cccs1)Nc1ccccc1Br | 76
Cc1ccc([N+](=O)[O-])cc1NC(=O)C(=O)NC1CCCCCC1 | 52
CN(C)S(=O)(=O)Oc1ccc2c(c1)OCO2 | 67

# Assay outcomes deposited in PubChem by Small Molecule Screening Facility, UW Madison.
